All columns: NCI-60 one-dose screen, growth in % after 48 h at 10 µM unless noted; 100 = growth as untreated, 0 = no growth, -100 = all killed.
HL-60(TB): HL-60(TB) leukemia cells. 9% of 78,000 active; active = growth percent below 10
Active calls of the source: *; & = joins results of further samples; ! = not confirmed by another sample; [ ] = remark or other dose.

SMILES | HL-60(TB)
CCCCCCN(CCCCCC)C(F)(F)C(=O)Nc1ccc(S(=O)(=O)c2ccc(NC(=O)C(F)(F)N(CCCCCC)CCCCCC)cc2)cc1 | 47
CN(C)C(=S)SCc1cccs1 | 104
COc1ccc(NC(=O)CSc2nnc(-c3cc(F)c(Cl)cc3Cl)n2N)cc1 | 66
CC1=NC(C)(C)CC2CCC(O)C12 (stereo not drawn) | 109
O=C(Nc1cccc(C2=NCCN2)c1)c1ccc(OCCCOc2ccc(C(=O)Nc3cccc(C4=NCCN4)c3)cc2)cc1 | -27*
CN(CCn1ccnc1[N+](=O)[O-])c1ccc(C=O)cc1 | 100
O=C(N/N=C\c1cc([N+](=O)[O-])ccc1O)C(=O)N/N=C\c1cc([N+](=O)[O-])ccc1O | 91
COc1ccc(OC)c(/C=N/NC(=O)Cn2c(-c3ccc(C)cc3)nc3cc4nc5ccccc5nc4cc32)c1 | 89
c1cc2nc(-c3cn[nH]c3)c3c(c2cc1-c1cn[nH]c1)C1CCC3C1 (stereo not drawn) | 84
O=C1/C(=C/c2c[nH]c(=O)[nH]c2=O)SC(=S)N1Cc1ccccc1 | 99
COCCNC(=O)Nc1ccc2nc(-c3cccs3)c(-c3cccs3)nc2c1 | 82
Cc1ccc(S(=O)(=O)Nc2ccc3ccccc3c2[N+](=O)[O-])cc1 | 103
CCN(CC)CCOC(=O)Nc1cc(C)cc(C)c1 | 106[100 µM]
c1ccc(CCNCc2ccccc2)cc1 | 96
CCCCSc1nnc(-c2c(C)nc3ccc(Cl)cn23)o1 | 103
COc1cc(-c2c(C#N)nnn2-c2cc(OC)c(OC)c(OC)c2)cc(OC)c1OC | 92
O=c1n(Cl)c(=O)n(Cl)c(=O)n1Cl | 109&104
CC(=O)CSc1nc(-c2cnccn2)cc(-c2cccs2)c1C#N | 94
Cc1ccc(N=Nc2c(N)nn3c(-c4ccc(C)cc4)c(-c4nc5ccccc5s4)c(N)nc23)cc1 | 107
CCCCN1C(=O)c2cccc3c(-c4ccc(-c5nc6c7ccccc7c7ccccc7c6[nH]5)cc4)ccc(c23)C1=O | 74
COc1ccc(N=C2NN=C(c3ccccc3)CS2)cc1 | 99
CNC(=O)C(Cl)Cl | 108
C=C(C)[C@@H]1CC[C@]2(C=O)CC[C@]3(C)[C@H](CC[C@@H]4[C@@]5(C)CCCNC(C)(C)[C@@H]5CC[C@]43C)[C@@H]12 | 7.6*
C/C(=C\CCc1ccoc1)CC/C=C(\C)CCCN1CCCCC1 | 82
CCN(CC)CCCNCc1cc(-c2ccccc2)nc2ccccc12 | -19*
CCCCc1nc(Cl)c(C2CC(c3ccc(C(F)(F)F)cc3)=NN2c2cc(Cl)cc(Cl)c2)[nH]1 (stereo not drawn) | 90
CCCCOC(C(=O)OCCN(C)C)(c1ccccc1)c1ccccc1 | 104
O=C(c1cccc(F)c1)n1ccc2cc(NC(=S)Nc3cccnc3)ccc21 | 86
COc1c(/C(C)=N/N=c2sc(C(C)=O)nn2-c2ccc(C)cc2)c(Oc2ccccc2)c(OC)c2occc12 | 93&98
N#Cc1c(Nc2cccc(Cl)c2)sc(C(=O)c2cc3cc(Cl)ccc3o2)c1N | 93
CC(=O)OCCCN1C=C/C(=C\C(=O)n2ccc3ccccc32)c2ccccc21 | 100
C=C(C)[C@@H]1CC[C@]2(C(N)=O)CC[C@]3(C)[C@H](CC[C@@H]4[C@@]5(C)C/C(=C/c6ccncc6)C(=O)C(C)(C)[C@@H]5CC[C@]43C)[C@@H]12 | 42
OCCn1cc(-c2nc(-c3c[nH]c4ncccc34)cs2)c2cc(F)ccc21 | 60
CCOC(=O)c1c(C)nc2c(c1N)CC(=O)N2Cc1ccc(C)cc1 | 91
CSc1nn2c(=O)c3c4c(sc3nc2n1-c1ccc(C)cc1)CN(C)CC4 | 94
Cn1c(N)c(C(=O)/C=C/c2ccccc2)c(=O)n(C)c1=O | 99
Cc1nc2cc(Nc3nc(NCCN)nc(Nc4ccc(F)cc4)n3)ccc2n1Cc1ccccc1 | -21*
C(COC1CC2CC1C1C2CC2OC21)OC1CC2CC1C1C2CC2OC21 (stereo not drawn) | 85
c1ccc(N=C2c3ccccc3-c3ccccc32)cc1 | 90
CC1(C)CCCC2(C)C1CCC1(C)OC(=O)CCC12 (stereo not drawn) | 86

Part of the list above, as tab-separated lines.
Compound	HL-60(TB)
C=C(C)[C@@H]1CC[C@]2(C(N)=O)CC[C@]3(C)[C@H](CC[C@@H]4[C@@]5(C)C/C(=C/c6ccncc6)C(=O)C(C)(C)[C@@H]5CC[C@]43C)[C@@H]12	42
OCCn1cc(-c2nc(-c3c[nH]c4ncccc34)cs2)c2cc(F)ccc21	60
CCOC(=O)c1c(C)nc2c(c1N)CC(=O)N2Cc1ccc(C)cc1	91
CSc1nn2c(=O)c3c4c(sc3nc2n1-c1ccc(C)cc1)CN(C)CC4	94
Cn1c(N)c(C(=O)/C=C/c2ccccc2)c(=O)n(C)c1=O	99
Cc1nc2cc(Nc3nc(NCCN)nc(Nc4ccc(F)cc4)n3)ccc2n1Cc1ccccc1	-21*
C(COC1CC2CC1C1C2CC2OC21)OC1CC2CC1C1C2CC2OC21 (stereo not drawn)	85

Going on with the list.
SMILES | HL-60(TB)
CCCCc1c(CCC)c(=N)c2ccccc2n1C | 77
CCc1cccc2c3c(sc12)C(c1ccc(Cl)cc1)c1c(nc(-c2ccc(Cl)cc2)[nH]c1=O)O3 (stereo not drawn) | 91
N/C(=N\c1nc2ccccc2s1)NC(=O)N1CCC(O)CC1 | 65
COc1ccc(-c2cnc(-c3ccncc3-c3cccc(OC)c3)o2)cc1 | 0.0*
O=C(CI)NC(=O)NC(=O)NCc1ccccc1 | -10*
COc1cc2cc(NCc3ccc(OCC(N)=O)c(OC)c3)nc(C)c2cc1OC | 93
O=C1/C(=C/c2ccc(O)cc2)CSc2ccc(Cl)cc21 | 23
CCOC(=O)CCCOc1ccc(/C=C2\CC/C(=C\c3ccc(OCCCC(=O)OCC)c(OC)c3)C2=O)cc1OC | 88
COc1ccc(S(=O)(=O)NCCNc2nccc(-c3c(-c4ccccc4)nc4sccn34)n2)cc1 | 25
O=C(Nc1nc2ccc(C(=O)N3CCN(/C=C/c4ccccc4)CC3)cc2s1)c1ccc(NCCc2ccccc2)c([N+](=O)[O-])c1 | 80
O=C(NNc1nc2cc(F)ccc2n2cccc12)c1ccncn1 | -4.3*
O=c1cc(N2CCN(Cn3cncn3)CC2)c2ccccc2n1-c1ccccc1 | 122
N#CC1CCc2c(c(-c3ccc4nc(N)sc4c3)nc3ccc4[nH]ncc4c23)C1 (stereo not drawn) | 35
COc1ccc(C(=O)CC(Sc2ccccc2N)c2ccc(OC)cc2)cc1 (stereo not drawn) | 84&95
O=C1/C(=C/C=C/c2ccccc2)SC(=Nc2ccccc2)N1Cc1nc2ccccc2[nH]1 | 125
COc1ccc(C(=O)c2sc3nc(-c4ccccc4OC)ccc3c2N)cc1OC | 14
O=P(O)(Cc1ccccc1)c1ccccc1 | 94
CS(=O)(=O)Nc1ccc(C(=O)NC(C(=O)NO)c2ccc(C3CCCC3)cc2)cc1 (stereo not drawn) | 97
CCOC(=O)c1c(NC(=O)c2ccc([N+](=O)[O-])cc2)sc2c1CCCC2 | 82
CCCC(C)COC(=O)Cc1ccccc1 (stereo not drawn) | 98
O=NNc1cccnc1 | 101
CN1C(=O)C(=Cc2ccc(OCC(=O)N3CCCC3)cc2)C(=O)N(C)C1=O | 100
COc1cc(NC(=O)c2cc3ccccc3nc2Nc2ccc(F)cc2)cc(OC)c1OC | 47
Nc1cc(N)c(S(=O)(=O)O)cc1N=Nc1cc([N+](=O)[O-])ccc1O | 92
COc1cc(-c2nn(-c3cccc(NC(=O)c4ccc(N5CCOCC5)c(C(F)(F)F)c4)c3)cc2-c2ccncc2)ccc1Cl | -8.1*
COc1ccc(N2CCN(Cc3nnc4n(Cc5ccccc5)c(=O)c5c6c(sc5n34)CCCC6)CC2)cc1 | 91
C#C[C@@]1(O)[C@@H](CO)O[C@@H](n2cnc3c(-c4ccc(F)cc4)ncnc32)[C@@H]1O | 101
Cc1cccc(OCC(O)CN2CCN(c3ccc(Cl)cc3)CC2)c1 (stereo not drawn) | 98
COC(=O)[C@]12CC[C@@H](C)[C@H](C)[C@@H]1C1=CC[C@@H]3[C@@]4(C)C[C@@H](OC(=O)/C=C/c5ccccc5)[C@H](O)[C@@](C)(CO)[C@@H]4[C@H](O)C[C@@]3(C)[C@]1(C)CC2 | -21*
O=c1ccc(=O)n(-c2nc(-c3ccc(Cl)cc3)cs2)[nH]1 | 64
OCC1OC(Oc2c(Br)cc(Br)cc2Br)C(O)C(O)C1O (stereo not drawn) | 100
BrCc1cccc(C[P+](c2ccccc2)(c2ccccc2)c2ccccc2)c1 | 12
O=Nc1c(O)ccc2ccccc12 | -26*!
Clc1ccc(-c2cc(-c3ccccc3)nc(NCCNc3ccnc4cc(Cl)ccc34)n2)cc1 | -32*
O=C(/C=C/CN1CCCCC1)Nc1cc2c(Nc3ccc(F)c(Cl)c3F)ncnc2cc1OCCOC(F)F | 18
COc1ccc2[nH]c(=O)c(CNc3ccc(Nc4nccc(-c5ccc6ccccc6c5)n4)cc3)cc2c1 | 85
Nc1nc2c([nH]1)c1[nH]c3ccccc3c1c1[nH]c3ccccc3c21 | 25
COc1ccc(NC(=O)Nc2ccccc2CNc2nc(Nc3ccc(OCCN4CCCC4)cc3)ncc2Cl)cc1 | -44*
CCNc1nc(-c2ccc(F)cc2)c(C#N)c(=O)n1C | 86
C=CCCCCCCCCCC(C(=O)O)C(=O)O | 94
O=S1(=O)NCCCN1O | 93
COC(=O)c1ccc[n+](Cc2ccccc2)c1 | 85
N#Cc1ccc(NC(=O)CSc2ccc(-c3ccccc3)nn2)cc1 | 97
COc1ccc(C(O)C2=CC(=O)c3ccccc3C2=O)cc1 (stereo not drawn) | 30
O=C(Nc1cccc(N=Cc2ccccc2O)c1)c1ccccc1 | 96
O=C(NCc1ccccc1)c1ccccc1 | 99
O=C(Nc1ccc(F)cc1)OCCOc1ccc([N+](=O)[O-])cc1 | 88
CCCC1=CC(=O)N=C2SCC(=O)C12 (stereo not drawn) | 94
O=c1c(/C=C/c2c(O)ccc3ccccc23)nnc2sc(-c3cccc(Br)c3)nn12 | 63
CC(N)c1ccc2ccccc2c1O (stereo not drawn) | 106
CCCNCCS | 101
Nc1c(C(=O)Nc2ccccn2)sc2nc3c(cc12)CCCCC3 | -9.5*
Cc1csc(/N=C(N)/N=C(\N)c2cccc(C#N)c2)n1 | 71
O=C(Oc1ccccc1Cl)c1ccccc1 | 62
O=C(CN1CCCCC1)Nc1nc2ccc(NCc3ccc(Cl)cc3)cc2s1 | 99
O=C1OC(=O)c2ccc3c4c(ccc1c24)C(=O)OC3=O | 108
Brc1ccc(-c2csc(Nc3nc(-c4ccc(Br)cc4)cs3)n2)cc1 | 96
O=[N+]([O-])c1ccc(N/N=C/c2ccc3c(c2)OCO3)nc1 | 87
CCC(C)NC(=O)c1cccc(C)c1 (stereo not drawn) | 89
O=C(O)c1ccc(-n2cnc3ccccc3c2=O)cc1 | 76

Other records
SMILES | HL-60(TB)
CC(=O)OCC(=O)O[C@@H]1C[C@]2(C(C)C)O[C@@]1(C)[C@@H]1CC[C@@H](C)[C@H]1[C@@H]2OC(=O)/C=C/c1ccccc1 | 83
CC(C)C[C@H](NC(=O)Cn1cccc(CNC(=O)c2ccccc2)c1=O)B(O)O | -51*
CCOC(=O)C(CC)Cc1ccc(OC)c(OC)c1 (stereo not drawn) | 101
CCN(CC)CCCNc1ccc(Nc2ccc(OC)cc2)cc1 | -49*
CSCCC(NC(=O)OCc1ccccc1)C(=O)NC(Cc1c[nH]c2ccccc12)C(=O)O (stereo not drawn) | 90
COc1ccc2c(c1)c(-c1cc(-c3cn(C)c4ccc(OC)cc34)on1)cn2C | 101
Cn1c(=O)c2nc(CCC(=O)Nc3ccc(C(=O)O)cc3)c(=O)[nH]c2n(C)c1=S | 103
CCC[S@](=O)c1ccc2nc(NC(=O)OC)[nH]c2c1 | 77
CCOC(=O)c1sc(NCC(=O)Nc2ccc(Cl)cc2)c(C(=O)OCC)c1C | 82
O=C(O)c1ccc(Oc2ccc(C(=O)O)cc2)cc1 | 85
Cc1nn(-c2ccccc2)c2nc(C)n(CC(=O)N/N=C/c3cccc([N+](=O)[O-])c3)c(=O)c12 | 99
Cc1csc(Nc2nc(-c3ccccn3)nc(C(Cl)(Cl)Cl)n2)n1 | 77
Cc1cc(C2(c3ccc(O)c(C)c3)CCCCC2)ccc1O | 135
C/C=C/CCCCCCCCCC1CC(=O)OC1=O (stereo not drawn) | 96
COc1ccc(Cl)cc1NC(=O)c1cc2c([nH]1)-c1nc(N)sc1CCC2 | 57
CS(=O)(=O)c1ccc(-n2nc(C(=O)NCc3ccccc3)cc2-c2ccc(Cl)cc2)cc1 | 83
CCOC(=O)C(C#N)c1nc2sc3cc(Cl)ccc3n2c(=N)c1C#N (stereo not drawn) | 110
O=C(O)CC1CCCCC1c1ccccc1 (stereo not drawn) | 100
CCOC(=O)C1=NNC(C(=O)O)C1c1ccccc1 (stereo not drawn) | 77

In another format: entries from further up.
SMILES: Cc1cc(C2(c3ccc(O)c(C)c3)CCCCC2)ccc1O
  HL-60(TB): 135
SMILES: C/C=C/CCCCCCCCCC1CC(=O)OC1=O (stereo not drawn)
  HL-60(TB): 96
SMILES: COc1ccc(Cl)cc1NC(=O)c1cc2c([nH]1)-c1nc(N)sc1CCC2
  HL-60(TB): 57
SMILES: CS(=O)(=O)c1ccc(-n2nc(C(=O)NCc3ccccc3)cc2-c2ccc(Cl)cc2)cc1
  HL-60(TB): 83

Screening results from PubChem.

Not all compounds are listed; count on the stated rates, not on these rows.
